# TLR9-MyD88 block: inhibitors of human TLR9-MyD88 binding; CHO BLA complementation TLR9-MyD88, CCF4 FRET ratio; Q9NR96+Q99836; hit rate 0.21% among 340,000; AID 504734; inhibition, % at 4.98 µM;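 active means inhibition above the mean over all tested compounds plus 3 SD, cut at about 21% in these data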;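 further: 0% = DMSO only wells and 100% = clavulanate BLA inhibitor control wells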
# SRC2 inh: inhibits human steroid receptor coactivator 2 | Q15596 | HEK293 GAL4-SRC2 luciferase reporter, luminescence | inhibition, % at 9 µM | hit rate 0.17% among 370,000 | AID 651957;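 active means inhibition above the mean inhibition of all tested compounds plus 3 SD, set per campaign, cut at about 52% in these data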;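 further: 0% = DMSO treated cells and 100% = cells given Gossypol at 36 µM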
# TRAIL sens C8: caspase-8 TRAIL sensitization; NB7+C8 cells + TRAIL, ATPlite viability luminescence; inhibition (viability loss, TRAIL sensitization), % at 10 µM; hit rate 1% among 360,000;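 active means compounds causing at least 50% loss of cell viability in the single-dose screen, relative to plate controls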
# COUP-TFII inh: inhibitors of human COUP-TFII (NR2F2). P24468. HEK293T NGFI-A luciferase reporter, luminescence. hit rate 0.7% among 370,000. AID 686940. inhibition, % at 8.6 µM;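 active means inhibition above a per-plate cutoff, mean inhibition of test wells between control levels plus 3 SD, cut at about 38% in these data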;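 further: cells cotransfected with COUP-TFII expression vector driving the NGFI-A reporter; 0% = median of COUP-TF2 test wells and 100% = reporter-only cells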
# NOD2-RIPK2 inh: blocks binding of human NOD2 to RIPK2; hit rate 0.38% among 360,000; AID 624267; O43353; inhibition, % at 4.98 µM; CHO BLA complementation NOD2-RIPK2, CCF4 ratio; in the data active means inhibition above about 21%;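 further: 0% = vehicle only and 100% = reference blocker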
# NR5A2 inv ag: NR5A2 inverse agonism in reporter assay | O00482 | HEK293T StAR-luciferase reporter, LRH-1 transfected, 24 h | inhibition, % at 3.6 µM | hit rate 0.13% among 360,000;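 active means inhibition above the mean inhibition of all tested compounds plus 3 SD, cut at about 73% in these data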;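 further: 0% = DMSO wells and 100% = reporter-only cells lacking LRH-1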
# LMP1 NFkB inh: reduces LMP1-driven NF-kappaB luciferase signal; LMP1-induced NF-kappaB luciferase reporter cells, luminescence; inhibition, % at 12.5 µM; hit rate 0.69% among 350,000; AID 504558; in the data active means inhibition above about 41%;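 further: 0% = neutral control wells and 100% = reference inhibitor control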
# NCOA1 inh: human NCOA1 inhibition; Q15788; HEK293 GAL4-SRC1 luciferase reporter, luminescence; inhibition, % at 3.6 µM; hit rate 0.12% among 360,000; AID 588354;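 active means inhibition above the campaign mean plus 3 SD, with each screening campaign given its own cutoff, cut at about 60% in these data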;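 further: 0% = DMSO treated cells and 100% = gossypol at 36 µM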
# Target sequence (Q15788 whole entry, looked up, the tested form may be a part): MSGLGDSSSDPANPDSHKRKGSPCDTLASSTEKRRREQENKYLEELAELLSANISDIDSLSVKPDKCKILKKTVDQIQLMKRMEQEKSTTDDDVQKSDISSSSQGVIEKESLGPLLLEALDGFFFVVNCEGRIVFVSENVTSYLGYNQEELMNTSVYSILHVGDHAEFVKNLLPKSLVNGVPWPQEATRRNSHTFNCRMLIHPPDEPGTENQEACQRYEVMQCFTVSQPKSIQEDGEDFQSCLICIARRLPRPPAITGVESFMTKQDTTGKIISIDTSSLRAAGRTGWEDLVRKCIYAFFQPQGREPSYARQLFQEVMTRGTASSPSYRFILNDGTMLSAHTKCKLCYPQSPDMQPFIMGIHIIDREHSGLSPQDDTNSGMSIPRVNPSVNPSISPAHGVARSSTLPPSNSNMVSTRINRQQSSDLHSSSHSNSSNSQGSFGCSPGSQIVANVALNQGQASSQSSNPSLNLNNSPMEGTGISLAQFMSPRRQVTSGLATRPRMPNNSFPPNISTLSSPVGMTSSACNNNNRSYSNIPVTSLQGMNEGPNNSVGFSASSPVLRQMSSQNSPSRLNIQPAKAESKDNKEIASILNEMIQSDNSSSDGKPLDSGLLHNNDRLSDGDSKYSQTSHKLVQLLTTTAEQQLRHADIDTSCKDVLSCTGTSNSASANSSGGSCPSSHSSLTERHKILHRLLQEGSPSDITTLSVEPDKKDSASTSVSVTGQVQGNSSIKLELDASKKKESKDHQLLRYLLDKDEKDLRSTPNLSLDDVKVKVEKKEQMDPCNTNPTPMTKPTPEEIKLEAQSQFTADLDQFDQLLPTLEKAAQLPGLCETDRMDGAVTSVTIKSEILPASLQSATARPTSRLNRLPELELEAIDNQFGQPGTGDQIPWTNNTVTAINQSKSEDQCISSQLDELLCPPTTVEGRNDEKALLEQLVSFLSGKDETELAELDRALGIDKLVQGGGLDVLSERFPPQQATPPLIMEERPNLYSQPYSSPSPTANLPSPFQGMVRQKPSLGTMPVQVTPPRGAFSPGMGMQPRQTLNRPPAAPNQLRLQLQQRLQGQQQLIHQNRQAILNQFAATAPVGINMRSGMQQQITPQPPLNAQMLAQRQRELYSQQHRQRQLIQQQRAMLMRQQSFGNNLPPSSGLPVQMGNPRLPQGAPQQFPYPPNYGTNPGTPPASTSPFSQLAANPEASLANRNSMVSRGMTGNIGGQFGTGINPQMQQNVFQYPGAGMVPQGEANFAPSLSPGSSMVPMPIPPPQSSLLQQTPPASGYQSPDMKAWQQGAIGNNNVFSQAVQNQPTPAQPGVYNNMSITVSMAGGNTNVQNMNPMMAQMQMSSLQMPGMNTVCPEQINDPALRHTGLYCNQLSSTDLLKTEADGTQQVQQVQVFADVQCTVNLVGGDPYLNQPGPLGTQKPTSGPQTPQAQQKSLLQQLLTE
# TWEAK-Fn14 inh: TWEAK-Fn14 signaling inhibition | TWEAK-stimulated Fn14 reporter cells, luciferase luminescence, 8 h | hit rate 2% among 360,000 | inhibition, % at 10 µM; in the data active means inhibition above about 50%
# TROY NFkB inh: inhibitors of TROY-dependent NF-kB signaling; Q293 LMP1-TROYcd NF-kB luciferase reporter, 4 h; inhibition, % at 10 µM; hit rate 0.98% among 360,000; AID 1347056;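 active means compounds whose plate-normalised and pattern-corrected inhibition of the luciferase reporter signal at the single screening dose is 50% or more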
# SRC3 inh: inhibits human SRC3 coactivator; HEK293 GAL4-SRC3 luciferase reporter, luminescence; inhibition, % at 3.6 µM; hit rate 0.17% among 360,000;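 active means inhibition above a per-campaign cutoff, the mean of all compounds plus 3 SD, cut at about 60% in these data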;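 further: 0% = DMSO-treated cells and 100% = gossypol-treated cells at 36 µM; higher means less SRC3-driven luciferase light from the GAL4 reporter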
# The depositor's hits bear a star; · = no result given. This is a subset; the hit share may differ from the screen's.
SMILES,TLR9-MyD88 block,SRC2 inh,TRAIL sens C8,COUP-TFII inh,NOD2-RIPK2 inh,NR5A2 inv ag,LMP1 NFkB inh,NCOA1 inh,TWEAK-Fn14 inh,TROY NFkB inh,SRC3 inh
CCOC(=O)c1cc(-c2ccc(Cl)cc2)nc2c1c(=O)[nH]c(=O)n2CCOC,-6,1,-3,9,-2,-3,-1,2,10,5,-10
Cc1cc(=O)oc(C)c1C(=O)NCC1COc2ccccc2O1 (centres undefined),4,-19,5,0,-1,-15,0,-4,20,3,7
CCc1nc2c(OCCOc3ccc(F)cc3)cccn2c1N(C=O)Cc1ccccc1,·,2,3,7,5,-4,·,-11,7,4,-30
O=C(C1CCCN(S(=O)(=O)c2cccc3nonc23)C1)N1CCN(c2cccc(Cl)c2)CC1 (centres undefined),-6,2,17,5,-3,6,0,-14,46,42,3
CN1CCN(c2ccc(NC(=O)c3ccc(-c4ccccc4F)o3)cc2)CC1,-2,-51,18,-42,-4,-76,-32,-121,-2,25,-94
C=C(C)CC(Nc1ccc(OC)cc1)c1ccco1 (centres undefined),0,16,-4,13,-3,7,5,-2,2,-8,-8
CCCCN(C)CCCNC(=O)c1cc(=O)[nH]c2ccc(S(=O)(=O)N3CCCCC3C)cc12 (centres undefined),2,12,-3,6,2,7,-2,-1,-8,10,10
c1ccc(-c2ccccc2OCCOCCN2CCc3ccccc3C2)cc1,-2,-10,6,-6,6,17,-18,-4,4,-19,2
CSc1ccc(S(=O)(=O)N2CCC(C(=O)Nc3cccnc3)CC2)cc1,0,11,9,12,-4,20,-10,14,-14,3,13
COc1ccc(NS(=O)(=O)c2cc3c4c(c2)CCN4C(=O)CC3)cc1OC,9,·,-11,·,-3,-5,1,-6,1,3,6
COc1ccc(C(=O)COC(=O)c2cccs2)cc1,4,-71,-4,-46,0,-20,-24,-100,14,22,-43
CC1Oc2ccccc2N(CC(=O)c2ccccc2)C1=O (centres undefined),1,·,-1,·,3,-7,-8,-7,7,-37,1
Cc1ccc(Nc2c(-c3cccnc3)nc3ccc(Br)cn23)cc1,9,0,-6,-2,-8,0,-3,3,-22,0,8
c1cnc(-c2noc(CN3CCN(C4C5CC6CC(C5)CC4C6)CC3)n2)cn1 (centres undefined),2,-4,6,-6,-1,8,-1,-7,-18,-4,7
COc1ccc(N2CCN(CC(=O)Nc3c(C)cc(C)cc3C)CC2)cc1,-3,-2,-15,15,-7,16,-6,-1,21,4,-10
COc1c(C)cc(Br)cc1C(=O)Nc1ccc(S(N)(=O)=O)cc1,-10,-2,-5,5,-4,5,14,-10,-26,21,-44
COc1cc(CC(=O)Nc2cc(S(C)(=O)=O)ccc2Cl)cc(OC)c1OC,3,-22,-2,-3,-2,-8,-4,11,-16,-9,13
COc1cc(OC)cc(C(=O)NC2CC(C)(C)NC(C)(C)C2)c1,-4,-8,-9,0,-9,4,5,-7,13,8,-5
COc1cccc(NC(=O)[C@H](CC(C)C)NC(=O)N2CCn3c2nc2ccccc23)c1,-11,-16,1,-9,4,11,-3,-20,2,-18,-5
COc1ccc(NS(=O)(=O)c2ccc(N3CCOCC3)c(N)c2)cc1,-10,24,18,48*,-15,26,29,3,20,12,16
CCOC(=O)CCSc1nc(C)c2cc(C)c(C)cc2n1,-11,-18,-11,-13,-6,-51,3,-35,82*,·,-13
CN(CC(=O)Nc1ccc(Cl)c(C(F)(F)F)c1)C(=O)C1CCC1,5,-12,-4,14,-8,-18,5,1,-4,-6,23
CC1CC(C)CN(C(=O)CSc2nnc3ccccn23)C1 (centres undefined),-1,15,11,2,-2,7,-8,-32,6,-5,-11
Cc1ccc(-c2c3c(nc4sc(C(N)=O)c(N)c24)CCCC3)o1,5,23,-2,14,12,-6,-12,21,1,-1,6

# Four records drawn at random from the list so far:
SMILES,TLR9-MyD88 block,SRC2 inh,TRAIL sens C8,COUP-TFII inh,NOD2-RIPK2 inh,NR5A2 inv ag,LMP1 NFkB inh,NCOA1 inh,TWEAK-Fn14 inh,TROY NFkB inh,SRC3 inh
COc1ccc(N2CCN(CC(=O)Nc3c(C)cc(C)cc3C)CC2)cc1,-3,-2,-15,15,-7,16,-6,-1,21,4,-10
COc1cc(OC)cc(C(=O)NC2CC(C)(C)NC(C)(C)C2)c1,-4,-8,-9,0,-9,4,5,-7,13,8,-5
COc1cccc(NC(=O)[C@H](CC(C)C)NC(=O)N2CCn3c2nc2ccccc23)c1,-11,-16,1,-9,4,11,-3,-20,2,-18,-5
c1cnc(-c2noc(CN3CCN(C4C5CC6CC(C5)CC4C6)CC3)n2)cn1 (centres undefined),2,-4,6,-6,-1,8,-1,-7,-18,-4,7

# Carrying on:
SMILES,TLR9-MyD88 block,SRC2 inh,TRAIL sens C8,COUP-TFII inh,NOD2-RIPK2 inh,NR5A2 inv ag,LMP1 NFkB inh,NCOA1 inh,TWEAK-Fn14 inh,TROY NFkB inh,SRC3 inh
CCCCNS(=O)(=O)c1ccc(NC(=O)C(Sc2ccccc2)c2ccccc2)cc1 (centres undefined),1,16,18,5,-5,20,-1,-24,63*,43,-1
CCCCOC(=O)C(C#N)c1nc2ccccc2nc1N1CCN(Cc2ccc3c(c2)OCO3)CC1 (centres undefined),0,-8,11,7,-5,8,13,0,4,0,10
O=C(O)c1ccccc1SCc1cn2cc(Br)ccc2n1,1,-26,1,-3,0,-33,8,-18,5,-38,-26
CCOc1cc(/C=N/NS(=O)(=O)c2ccccc2)ccc1OS(=O)(=O)c1ccc(C)cc1,-3,-23,4,7,-2,4,1,-9,-55,-3,-8
O=C(NCCc1ccco1)C(=O)NCCC1CCCCN1S(=O)(=O)c1ccccc1 (centres undefined),-1,9,19,-2,0,7,-5,7,3,9,13
O=C(NCc1ccc(Cl)s1)C1CCC(=O)N(CCc2cccc(F)c2)C1 (centres undefined),-1,5,-9,6,-16,-7,-3,-9,6,-2,7
CC[C@H]1OC(=O)[C@H](C)[C@@H](O[C@H]2C[C@@](C)(OC)[C@@H](O)[C@H](C)O2)[C@H](C)[C@@H](O[C@@H]2O[C@H](C)C[C@H](N(C)C)[C@H]2O)[C@](C)(O)C[C@@H](C)CN(C)[C@H](C)[C@@H](O)[C@]1(C)O,10,-45,14,7,-12,-9,-1,-14,2,-11,9
Cc1cccc(NC(=O)CNC(=O)CSc2nc(N)cc(N)n2)c1C,5,-3,0,-6,1,11,-5,-9,6,5,8
CC(C)c1ccc(NC(=O)CN2C(=O)NC(C)(C3CC3)C2=O)cc1 (centres undefined),-2,7,11,9,-4,-2,-12,-15,-33,-6,3
Cc1ccc(CN2CC(C(=O)Nc3ccccc3N3CCCC3)CC2=O)cc1 (centres undefined),4,-4,13,17,0,8,0,-7,6,11,-1
CCCSc1ncccc1C(=O)O,1,1,-3,8,-13,0,-8,-34,6,5,13
O=C(Cn1c2c(sc1=O)C1c3ccccc3OCC1CS2)Nc1ccc(Cl)c(Cl)c1 (centres undefined),9,-14,15,3,-11,-5,6,13,32,11,11
Cc1ccc(CSCC(=O)Nc2ccccc2F)cc1,-6,-14,13,8,-4,-57,-2,1,-18,-7,-22
Cc1cc(N2CCOCC2)nc(C(C)C)n1,0,-7,-10,-25,0,14,4,-8,-2,-7,5
O=C(CSc1nnc(-c2cccs2)n1-c1ccccc1)Nc1ccccc1,-5,-4,38,11,-7,-3,2,3,11,·,-9
O=C(CN(c1ccc(F)cc1)S(=O)(=O)c1ccccc1)N1CCOCC1,-7,-2,-1,-9,-1,-9,-5,8,-13,3,-8
CCC(=O)Nc1cc(C)c(OC)c(C)c1,-2,-25,-5,9,-8,-7,-7,-9,12,8,4
Cc1ccc(/C(O)=C/C(=O)C(=O)NC23CC4CC(CC(C4)C2)C3)cc1,-2,-18,26,11,-5,-18,-1,-4,29,41,9
CCn1c(SCc2ccccc2)nc2cc(S(N)(=O)=O)ccc21,7,11,-8,-3,-5,-5,2,6,43,19,0
CCOCC(=O)Nc1c(C(=O)Nc2ccc(OC)cc2OC)oc2ccccc12,-2,-3,21,-24,-19,-36,7,-6,-23,-29,-45
O=C(CCc1ccccc1)OCC(=O)c1cccc([N+](=O)[O-])c1,-6,-3,-11,-5,11,8,-4,8,10,-1,5
Nc1ccc(SCCN2C(=O)c3ccccc3C2=O)cc1,-5,-25,6,-8,-1,-8,-5,-23,9,-22,-24
CCOC(=O)CC1C(=O)NCCN1C(=O)c1c(Cl)cccc1Cl (centres undefined),-4,-23,-4,10,-13,-17,5,19,12,10,4
CC(C)c1ccc(NC(=O)Cn2ncc3ccccc32)cc1,-3,-48,-32,-18,-4,-90,-27,-130,-8,-88,-49
CCOC(=O)C[C@H]1c2cc(C(F)(F)F)ccc2S(=O)(=O)N1Cc1ccccc1,2,-2,6,17,-3,-7,-3,-13,-4,-6,12
Cc1nc2ccccn2c(=O)c1NC(=O)c1ccco1,-3,-27,-13,9,6,3,2,-11,2,-2,-11
CC1(C(=O)Nc2ccc3ccccc3c2)CCC(=O)N1CCCn1ccnc1 (centres undefined),·,-29,-1,-10,-5,18,·,-3,-10,10,15
O=C(NCCO)C1CCN(C(=O)c2ccc(-c3ccccc3)cc2)CC1,-9,-7,-8,-1,0,6,-1,12,-10,-6,15
CC(C)(C)NC(=O)C1CC(=O)OC12CCCCC2 (centres undefined),-6,2,11,2,0,-6,-5,-2,1,0,5
CC1CCCCC1NCC(=O)Nc1ccccc1C(=O)Nc1ccccc1 (centres undefined),-6,-19,-1,5,-4,-5,-1,-14,-6,-10,0
COc1ccc(Nc2c(C3CC3)nc3nc(C)cc(C)n23)cc1,·,-3,5,-4,-11,9,·,·,-8,-22,·
COc1ccc(S(=O)(=O)N2CCC(C(=O)N3CCCC3)CC2)cc1,5,-4,3,18,-12,6,6,-17,-16,2,-2
CN(Cc1cccs1)C(=O)c1ccc(S(=O)(=O)NCc2ccco2)cc1,5,12,-14,-11,-4,-9,2,-14,-20,6,6
O=C(COC(=O)c1ccco1)NCC1CCCO1 (centres undefined),8,0,-5,22,-3,-1,-13,-1,3,-4,0
O=C(CSc1nnc(-c2ccco2)o1)N1c2ccccc2CCc2ccccc21,0,-1,-6,0,-1,14,12,15,9,12,-18
O=C(CN1C(=O)NC2(CCCC2)C1=O)NCCc1ccccc1,-9,2,-33,-13,-23,2,-17,-1,2,-14,-1
Cc1ccc(N(C)S(=O)(=O)c2cc(-c3cnc(C4CC4)o3)ccc2C)cc1,-2,7,30,-7,-6,-1,-7,8,78*,56*,-13
Cc1noc(C)c1C(=O)OC(C)C(=O)Nc1ccc2c(c1)OCO2 (centres undefined),-1,-7,-9,-14,-6,18,2,2,0,-3,20
O=C(Nc1cc(=O)[nH]c2ncnn12)c1ccc(Cl)cc1Cl,8,-19,0,-3,-11,6,3,-21,21,-8,9
Cc1ccc(C)c(OCCC(=O)OCC(=O)c2ccc3c(c2)NC(=O)CO3)c1,-3,29,2,7,1,13,1,-5,-13,12,9
Cc1ccc(-n2ccnc(SCC(=O)NC3CCCCC3)c2=O)cc1F,-14,-14,0,-13,-7,-19,-3,-1,-21,8,0
COc1ccc(OC)c(-c2csc(NC(=O)CN3C(=O)NC4(CCCC4)C3=O)n2)c1,4,-13,0,2,-7,-25,4,-7,-7,-20,0
CCOC(=O)C1CCN(Cc2ccc(N(C)C)cc2)CC1,6,-26,4,-4,-10,-4,1,-7,-10,1,-7

# Screening data (PubChem BioAssay)
